# TSG101-PTAP inh: blocks PTAP/TSG101 interaction to inhibit HIV-1 budding; Fluorescence polarization, FITC-PTAP peptide / Tsg101 binding; Potency, µM (doses to about 115 µM), for inactives: at the top dose activity change, negative = inhibition, usual class: inhibitors; 340,000 tested, under 10 active; AID 493005; active means well fitted inhibition curve with a large enough effect in the main read-out, with a control signal flat, not every such curve was filed as active; inconclusive means small, poorly fitted or top-dose-only effect, or effect the other way, or a change in a side signal; inactive means no such curve, though single readings can be large or run the other way; further: potency means the concentration at half of the fitted maximal effect; % of control where 0% means no effect
#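 Fluorescence anisotropy tracks displacement of a FITC-tagged PTAP peptide (50 nM) from the Tsg101 binding domain (10 uM), following a 20 min room-temperature incubation at pH 7.5.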
# S-ASM inh: inhibitors of human secretory acid sphingomyelinase. P17405. Potency, µM (top dose mostly 57.5 µM), for the others: top-dose activity change, negative = inhibition, actives largely listed as inhibitors. 340,000 compounds, 0.006% hits. placental ASM, HMU-PC fluorogenic substrate, 60 min; further: potency means the concentration at half of the fitted maximal effect
#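 qHTS format. ASM enzyme prepared from human placenta hydrolyses the fluorogenic substrate HMU-PC0 (9 uM final) over 60 min at 37 °C after a 10 min compound preincubation.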
# Integrin act MD: activators of alpha7 integrin expression for muscular dystrophy. alpha7betagal myoblasts, beta-gal FDG fluorescence, 48 h. Potency, µM (series often up to 38.3 µM), for the others: at the top dose activation, actives largely listed as activators. 350,000 compounds, 0.064% hits. AID 624291;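 further: potency means the concentration at half of the fitted maximal effect; 100% = response of the positive control SU9516; nearly all actives have a fitted effect of over 60% in size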
#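 Alpha7betagal+/- myoblasts (passage 13) were plated 16-24 hr, then exposed to compounds (1:260 dilution of DMSO stock) for 48 hours at 37C. After MPER lysis, β-galactosidase reporter activity was read as FDG fluorescence (ex 480/em 540) after 30 minutes.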
# ELG1 genotox: induces genotoxicity in HEK293T cells with luciferase-tagged ELG1 | HEK293T ELG1-luciferase reporter, luminescence, 16 h | Potency, µM (titrated, usually from 46 µM), inactives show at the highest dose activity change, positive = activation, hits mostly activators | 330,000 compounds, 1.3% hits | AID 504466; further: potency means the concentration at half of the fitted maximal effect; % of control where 0% means no effect; nearly all actives have a fitted effect of over 60% in size
#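 ELG1-luciferase HEK293T cells, 2,000/well; compound pinned in; 16 hr, 37 °C, 5% CO2; ONE-Glo, 30 min RT; luminescence on CCD imager.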
# BRCA1 expr act: increases BRCA1 expression | Potency, µM (series often up to 46.1 µM), without a hit: top-dose activation, actives largely listed as activators | 380,000 compounds, 1.1% hits | MCF7-BRCA1-FFLuc reporter, luminescence, 48 h; response scale: scaled: vehicle 0%, 10 µM genistein 100%; further: potency means the concentration at half of the fitted maximal effect; nearly all actives have a fitted effect of over 80% in size; some results filed as inactive show a strong effect at the top dose
#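 48 h compound treatment of MCF7-BRCA1-FFLuc cells (phenol-red free MEM, 37 °C), then 15 min with luciferase substrate and luminescence imaging.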
# Eya2 inh: Eya2 (human) phosphatase inhibition. O00167. recombinant Eya2, OMFP fluorescence dephosphorylation (OMFP is methylfluorescein phosphate). Potency, µM (series often up to 76.9 µM), for inactives: top-dose activity, negative = inhibition, hits mostly inhibitors. 330,000 compounds, 0.006% hits; further: potency means the concentration at half of the fitted maximal effect; on the % scale 0 is the no-effect control and ±100 the full control effect
#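 Eya2 protein (added as 0.2 uM solution) was preincubated with compound for 10 min at ambient temperature in 50 mM HEPES pH 7.5, 50 mM NaCl, 5 uM MgCl2, 0.05% BSA, 1 mM DTT. OMFP (added at 50 uM) then reacted 10 min; fluorescence read at 485/525 nm.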
# B2AR arrestin: agonists driving beta-arrestin recruitment to human beta2-adrenergic receptor. beta-arrestin recruitment to beta2AR, cell-based reporter. Potency, µM (doses to about 46.1 µM), without a hit: at the top dose activation, most hits filed as activators. 330,000 compounds, 0.02% hits;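 further: potency means the concentration at half of the fitted maximal effect; 0% = DMSO controls and full agonism = EC100 isoproterenol or metaproterenol; nearly all actives have a fitted effect of over 65% in size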
# Target sequence (P07550 whole entry, looked up): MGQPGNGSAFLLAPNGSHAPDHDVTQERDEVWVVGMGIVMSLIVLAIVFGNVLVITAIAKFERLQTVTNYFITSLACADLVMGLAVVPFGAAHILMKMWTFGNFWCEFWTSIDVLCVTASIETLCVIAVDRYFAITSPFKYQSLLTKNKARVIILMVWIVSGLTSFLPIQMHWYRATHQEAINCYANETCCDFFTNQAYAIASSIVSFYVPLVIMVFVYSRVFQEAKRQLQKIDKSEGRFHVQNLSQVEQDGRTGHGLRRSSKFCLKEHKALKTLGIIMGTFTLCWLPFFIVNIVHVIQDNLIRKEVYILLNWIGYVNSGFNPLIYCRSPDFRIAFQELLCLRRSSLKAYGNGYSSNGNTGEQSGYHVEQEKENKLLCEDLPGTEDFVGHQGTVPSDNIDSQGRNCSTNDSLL
# uPA generation: blocks generation of uPA at the cell surface; cell surface uPA generation assay, qHTS; Potency, µM (titrated, usually from 38.3 µM), for the others: at the top dose activity change, negative = inhibition, actives largely listed as inhibitors; 330,000 compounds, 0.31% hits; active means well fitted inhibition curve with a large enough effect; inconclusive means small, poorly fitted or top-dose-only effect; inactive means no such curve, though single readings can be large or run the other way; tested in mouse RAW 264.7 cells; further: potency means the concentration at half of the fitted maximal effect; on the % scale 0 is the no-effect control and ±100 the full control effect; nearly all actives have a fitted effect of over 55% in size
# TRPV1 agonist: agonists of human vanilloid receptor 1 (TRPV1); Q8NER1; activation, % at 8.33 µM; 320,000 compounds, 0.19% hits; TRPV1-expressing cells, Fluo-8 calcium influx, agonist mode; in the data active means activation above about 80%; inconclusive means between about 30% and that limit; further: 0% is about no effect
#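 Cells expressing TRPV1 were dye-loaded with Fluo-8 and read kinetically: 10 s baseline, 3 min after compound (agonist portion), then 2 min after EC20 capsaicin (allosteric enhancer portion). Calcium-bound dye fluorescence at 480/520 nm.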
# USP2a block: USP2a (human) protease inhibition. O75604. USP2 core, Ub-CHOP2 coupled fluorogenic reporter, 485/531. Potency, µM (series often up to 38.3 µM), for the others: top-dose activity change, negative = inhibition, most hits filed as inhibitors. 330,000 compounds, 0.01% hits;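 further: potency means the concentration at half of the fitted maximal effect; plate controls were DMSO wells for no effect and full inhibition by NEM control for full effect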
# Target sequence (O75604 whole entry, looked up): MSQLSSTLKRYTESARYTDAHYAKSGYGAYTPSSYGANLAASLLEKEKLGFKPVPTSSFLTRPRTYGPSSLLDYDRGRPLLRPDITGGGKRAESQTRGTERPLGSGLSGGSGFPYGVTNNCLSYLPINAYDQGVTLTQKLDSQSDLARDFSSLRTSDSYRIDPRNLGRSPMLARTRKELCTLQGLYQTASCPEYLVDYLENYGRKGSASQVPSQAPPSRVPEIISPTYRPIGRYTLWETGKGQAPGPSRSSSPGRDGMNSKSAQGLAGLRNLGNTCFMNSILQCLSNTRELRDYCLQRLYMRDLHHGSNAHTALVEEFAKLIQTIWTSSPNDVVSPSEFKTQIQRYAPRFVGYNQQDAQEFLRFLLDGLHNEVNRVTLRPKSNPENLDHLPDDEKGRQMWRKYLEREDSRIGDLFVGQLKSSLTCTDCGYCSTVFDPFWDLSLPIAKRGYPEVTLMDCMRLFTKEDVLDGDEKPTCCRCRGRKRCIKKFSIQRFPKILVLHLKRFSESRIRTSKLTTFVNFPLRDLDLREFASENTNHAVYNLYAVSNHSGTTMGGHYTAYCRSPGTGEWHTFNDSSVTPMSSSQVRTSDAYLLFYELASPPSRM
#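 Deubiquitinase activity read as fluorescence (485/531 nm) after Ub-CHOP2 cleavage activates the enterokinase reporter on its substrate; USP2 core 10nM, Ub-CHOP2 and substrate 25nM each, 30min compound preincubation then 60min RT; data normalized to NEM, curves fitted.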
# p53 reactivation: restores transcriptional activity of mutant p53 | H1299 p53-A138V BP100-luciferase reporter, luminescence, 24 h | Potency, µM (titrated, usually from 92.2 µM), inactives show top-dose activity change, positive = activation, actives largely listed as activators | 320,000 compounds, 0.063% hits | AID 504706; further: potency means the concentration at half of the fitted maximal effect; % of control where 0% means no effect; nearly all actives have a fitted effect of over 45% in size
#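 H1299 (p53-null), stable ts p53-A138V + BP100-Luc; 1000 cells/well, Opti-MEM/10% FBS; cpd 4 pt, 1:5; 24 h, 37 deg C, 5% CO2; detection reagent 10 min RT; luminescence.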
# * = called active by the depositor; ? = inconclusive; . = not tested or not shown; [ ] = dose if it differs, or a comment. Unless noted, the call rests on the fitted dose curve; in most records, active means well fitted curve in the direction sought with a large enough effect; inconclusive means small, poorly fitted or top-dose-only effect, or another doubt; inactive means no such curve, though single readings can be large; an effect the other way counts as inactive or inconclusive.
mol,Integrin act MD,S-ASM inh,ELG1 genotox,USP2a block,uPA generation,B2AR arrestin,Eya2 inh,p53 reactivation,TSG101-PTAP inh,BRCA1 expr act,TRPV1 agonist
CCSc1nc2ccccc2n1CCOc1ccccc1,-14%,-6%,7%,0%,-6%,-1.1%,-10%,23%,-6%,14µM*,?
O=C(OCC(=O)c1cccs1)c1ccc(NC(=O)c2ccco2)cc1,-10%,-3%,?,2%,.,-1.0%,6%,18%,-6%,8%,9
COc1ccccc1C(=O)NC(=S)/C=C1/N(C)c2ccccc2C1(C)C,-44%[inhibitor],-12%,-11%,-9%,-8%,0.1%,-1%,3%,-2%,-61%,0
Cc1ccc(S(=O)(=O)N(C)C)cc1NC(=O)COC(=O)COc1ccc2c(c1)CCC2,25%,-1%,11%,1%,-6%,-0.4%,-27%,-2%,2%,-7%,-2
COC(=O)C1=C(C)N=C2SC(C#N)=C(N)N2C1c1ccc(OC)cc1 (configuration not stated),-14%,5%,9%,1%,13%,-0.5%,?,-2%,1%,-21%,-3
COc1ccc2c(C)c(C(=O)N3CC[C@@H](N4CCC(O)CC4)[C@H](O)C3)oc2c1,-2%,1%,0%,4%,3%,-0.4%,-3%,-1%,0%,11%,-5
COc1ccc(S(=O)(=O)N2CCOC2CNC(=O)C(=O)NCCc2c[nH]c3ccccc23)cc1C (configuration not stated),-5%,-5%,-8%,2%,-1%,-1.3%,-3%,-7%,0%,-23%,4
O=C(Nc1ccccc1)Nc1nnc(Cc2ccc(F)cc2)s1,-2%,-1%,9%,-5%,4%,5.2%,10%,?,-2%,14%,-4
COc1ccc(OC)c(C(=O)NC(CC(N)=O)c2ccc(NCc3ccccn3)c([N+](=O)[O-])c2)c1 (configuration not stated),-15%,-2%,6%,2%,12%,-0.2%,-10%,.,-1%,11%,4
O=C(Nc1ccccc1)C1=C[C@H](c2csc3ccccc23)C[C@H](OCc2ccc(CO)cc2)O1,-31%,-23%,-9%,1%,?,0.1%,-2%,-2%,2%,-70%,-5

# (listing goes on)
mol,Integrin act MD,S-ASM inh,ELG1 genotox,USP2a block,uPA generation,B2AR arrestin,Eya2 inh,p53 reactivation,TSG101-PTAP inh,BRCA1 expr act,TRPV1 agonist
Cc1ccc(CNC(=O)C2CCN(S(=O)(=O)N3CC(C)CC(C)C3)CC2)cc1 (configuration not stated),?,3%,4%,2%,3%,0.2%,-14%,17%,-1%,17%,22
CCOC(=O)/C(C#N)=C\c1ccc(N2CCN(C)CC2)cc1,5%,2%,4%,1%,-7%,0.0%,-4%,25%,-4%,-3%,4
O=C(c1ccccc1)N1CC(COc2ccccc2)OC(c2cccnc2)O1 (configuration not stated),3%,1%,-1%,-1%,0%,-1.0%,16%,1%,-3%,-2%,?
CN(c1cccnc1)c1ncnc2[nH]ncc12,0%,-1%,-3%,1%,-1%,-0.6%,-12%,-2%,-5%,13%,2
CCC(=O)N1N=C(c2ccc(NS(C)(=O)=O)cc2)CC1c1ccc(N(C)C)cc1 (configuration not stated),-12%,7%,?,1%,-11%,0.5%,-11%,11%,0%,?,6
CC(=O)N1CCN(S(=O)(=O)c2cccc(C(=O)NC3CCCC3)c2)CC1,11%,3%,1%,3%,0%,0.1%,-11%,-5%,0%,18%,-11
CC(C)C(=O)Nc1nnc(SCC(=O)NCc2cccs2)s1,24%,2%,0%,0%,0%,-0.5%,14%,-5%,-2%,13%,-1
O=C(NCCc1ccccc1)C1CCN(C(=O)c2ccc([N+](=O)[O-])cc2)CC1,-8%,-1%,-1%,2%,9%,0.0%,5%,7%,0%,-9%,12
CN(C)c1ccc(C(=S)N2CCCCCC2)cc1,-53%[inhibitor],-1%,12%,2%,.,-0.3%,13%,10%,-2%,17%,7
CC12CCC(C(=O)Nc3cc(Cl)ccc3Cl)(C(Br)C1=O)C2(C)C (configuration not stated),0%,-4%,-3%,1%,-7%,-1.2%,3%,8%,-7%,-29%,-3

# A different layout for part of the listing above:
# Results follow in this order: Integrin act MD | S-ASM inh | ELG1 genotox | USP2a block | uPA generation | B2AR arrestin | Eya2 inh | p53 reactivation | TSG101-PTAP inh | BRCA1 expr act | TRPV1 agonist
- O=C(Nc1ccccc1)Nc1nnc(Cc2ccc(F)cc2)s1
→ -2% | -1% | 9% | -5% | 4% | 5.2% | 10% | ? | -2% | 14% | -4
- COc1ccc(OC)c(C(=O)NC(CC(N)=O)c2ccc(NCc3ccccn3)c([N+](=O)[O-])c2)c1 (configuration not stated)
→ -15% | -2% | 6% | 2% | 12% | -0.2% | -10% | . | -1% | 11% | 4
- O=C(Nc1ccccc1)C1=C[C@H](c2csc3ccccc23)C[C@H](OCc2ccc(CO)cc2)O1
→ -31% | -23% | -9% | 1% | ? | 0.1% | -2% | -2% | 2% | -70% | -5
- Cc1ccc(CNC(=O)C2CCN(S(=O)(=O)N3CC(C)CC(C)C3)CC2)cc1 (configuration not stated)
→ ? | 3% | 4% | 2% | 3% | 0.2% | -14% | 17% | -1% | 17% | 22
- CCOC(=O)/C(C#N)=C\c1ccc(N2CCN(C)CC2)cc1
→ 5% | 2% | 4% | 1% | -7% | 0.0% | -4% | 25% | -4% | -3% | 4
- O=C(c1ccccc1)N1CC(COc2ccccc2)OC(c2cccnc2)O1 (configuration not stated)
→ 3% | 1% | -1% | -1% | 0% | -1.0% | 16% | 1% | -3% | -2% | ?
- CN(c1cccnc1)c1ncnc2[nH]ncc12
→ 0% | -1% | -3% | 1% | -1% | -0.6% | -12% | -2% | -5% | 13% | 2
- CCC(=O)N1N=C(c2ccc(NS(C)(=O)=O)cc2)CC1c1ccc(N(C)C)cc1 (configuration not stated)
→ -12% | 7% | ? | 1% | -11% | 0.5% | -11% | 11% | 0% | ? | 6
- CC(=O)N1CCN(S(=O)(=O)c2cccc(C(=O)NC3CCCC3)c2)CC1
→ 11% | 3% | 1% | 3% | 0% | 0.1% | -11% | -5% | 0% | 18% | -11
- CC(C)C(=O)Nc1nnc(SCC(=O)NCc2cccs2)s1
→ 24% | 2% | 0% | 0% | 0% | -0.5% | 14% | -5% | -2% | 13% | -1

# The listing continues:
mol,Integrin act MD,S-ASM inh,ELG1 genotox,USP2a block,uPA generation,B2AR arrestin,Eya2 inh,p53 reactivation,TSG101-PTAP inh,BRCA1 expr act,TRPV1 agonist
O=C(C/C=N/OCc1ccccc1F)c1cnc(-c2ccc(Cl)cc2)s1,-10%,-10%,2%,2%,3%,-1.8%,-1%,3%,-5%,7%,2
CCCN1C(=S)SC(C)(C)C1/[N+]([O-])=C/c1cccnc1 (configuration not stated),22%,3%,0%,-6%,-5%,0.0%,-33%,0%,-2%,10%,-1
N#CCCN(C(=O)CN1CCN(S(=O)(=O)c2ccc(Cl)s2)CC1)c1ccc(F)cc1,-20%,5%,-4%,4%,-3%,0.0%,1%,-4%,-1%,-7%,.
CC(C)(C)c1ccc(C(=O)NC(=S)Nc2nc3c(s2)CCCC3)cc1,-39%[inhibitor],-3%,?,3%,7%,-0.2%,-12%,?,-7%,-2%,?
CCOC(=O)C1=C(C)N(CCCC(=O)O)C(=O)NC1c1ccccc1 (configuration not stated),10%,0%,.,.,14%,.,.,.,-3%,0%,.
O=C1CN=C(Nc2cccc(C(F)(F)F)c2)N1C1CCCC1,13%,1%,1%,0%,3%,-2.3%,-5%,-5%,0%,-4%,1
N#CC(Cc1ccc(OC(F)F)cc1)c1nc2ccccc2[nH]1 (configuration not stated),-11%,-3%,?,2%,0%,-0.2%,7%,?,-7%,61%,30
Cc1cc(C)n(-c2ccc(C(=O)OCC(=O)N3CCN(c4ccccc4)CC3)cc2)n1,-15%,0%,-1%,-7%,4%,-0.9%,-4%,-6%,-6%,9%,.
COc1ccc(C)cc1NC(=O)CCN1CC(C)OC(C)C1 (configuration not stated),-7%,0%,0%,7%,2%,0.3%,-26%,-4%,-2%,-7%,1
Cn1c2ccccc2c2c(C(=O)NCC3CCCO3)cn(C3CCCC3)c(=O)c21 (configuration not stated),10%,3%,3%,-7%,-3%,-0.8%,-2%,2%,-4%,-17%,12
OCCC1CN(Cc2cccn2-c2ncccn2)CCN1Cc1ccc(F)cc1 (configuration not stated),-8%,-2%,-4%,0%,-2%,-0.6%,12%,-1%,-6%,0%,2

# Screening results from PubChem BioAssay.

# Rows are unselected; any-hit rate near 2.6%.
